mHTT-CaM PPI inh: inhibitors of human mutant huntingtin-calmodulin interaction; 190,000 tested, 3.6% active; AlphaScreen His-mHTT/GST-CaM binding, luminescence; inhibition, % at 15 µM; AID 1671202;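 also: 0% = both proteins with DMSO and 100% = one protein alone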
Pf apPOL block: Pf-apPOL DNA polymerase inhibition; 210,000 tested, 0.25% active; Recombinant Pf-apPOL, molecular beacon fluorescence, 1.5 h; inhibition, % at 10 µM
Numbers without * were called inactive; . = not tested or not shown; & = joins results of further samples. Rule as the data show it: active = inhibition above about 50%; inactive = the rest.

Sample of the layout:
structure,mHTT-CaM PPI inh,Pf apPOL block
Cc1nc2c(C(=O)NCCc3ccccc3Cl)c[nH]n2c(=O)c1Cl,57*,-15
Cc1cc(C)n2nc3c(c(C)cc(C)[n+]3-c3ccccc3)c2n1,0,3
Cn1c(=O)c2cn(-c3ccccc3)cc2n(C)c1=O,-4,2
CCc1ccc(C(=O)NCC2(c3ccccc3)CCOCC2)o1,-1,-6
O=C(Cc1cccs1)NCCN1CCN(c2ccccc2F)CC1,5,-4
COc1ccc(/C=C(\C#N)c2nc(C3CC3)cs2)cc1OCc1ccccc1,-19,8

This part in full, from the start:
structure,mHTT-CaM PPI inh,Pf apPOL block
Cc1nc2c(C(=O)NCCc3ccccc3Cl)c[nH]n2c(=O)c1Cl,57*,-15
Cc1cc(C)n2nc3c(c(C)cc(C)[n+]3-c3ccccc3)c2n1,0,3
Cn1c(=O)c2cn(-c3ccccc3)cc2n(C)c1=O,-4,2
CCc1ccc(C(=O)NCC2(c3ccccc3)CCOCC2)o1,-1,-6
O=C(Cc1cccs1)NCCN1CCN(c2ccccc2F)CC1,5,-4
COc1ccc(/C=C(\C#N)c2nc(C3CC3)cs2)cc1OCc1ccccc1,-19,8
CC(NC(=O)c1ccco1)c1nc2ccccc2n1CC(=O)N(c1ccccc1)C(C)C (stereo not drawn),5,0
COc1ccc(OC)c(NS(=O)(=O)c2ccc3c(c2)CC(C)N3C(C)=O)c1 (stereo not drawn),13,2
Cc1ccc(F)c(N2CC(C(=O)O)CC2=O)c1 (stereo not drawn),1,-3
COc1ccc(OCc2noc(CNC(=O)c3ccc[nH]c3=O)n2)cc1,-8,0
COc1ccc(OC)c(CNC(=O)C2CCN(c3nccnc3Oc3ccccc3)CC2)c1,1,-18
O=C(Nc1cccc(F)c1)c1cc(S(=O)(=O)N2CCCC2)c(Cl)cc1Cl,-3,-5
Cc1nc(C(N)=NOC(=O)Nc2cccc(C(F)(F)F)c2)cs1,.,-4
COC(=O)c1ccc(C(=O)OC)c(NC(=O)CSc2ncnc3sc(C)c(C)c23)c1,-22,-5
O=C(O)c1ccc(Br)c(S(=O)(=O)NCc2ccccc2)c1,-6,7
O=C(NCc1ccco1)c1nnc2n(c1=O)CCN2c1ccc(F)cc1,-10,-8
CCN1CCN(c2ncc(C(=O)N3CCCC3)c3ccccc23)CC1,-1,-8
COc1ccc(NC(=O)N2CCN(c3ccc(OC)cc3)CC2)cc1,-2,3
Cc1nn(-c2ccccc2)nc1CNS(=O)(=O)c1ccc(-c2ccon2)s1,.,-5
NS(=O)(=O)c1ccc(-n2cccc2C=Nc2ccc3[nH]c(=O)[nH]c3c2)cc1,8,0
CC(C)(C)NC(=O)c1cnc2n(c1=O)CCS2,-11&-1,-3&-1
COCCCNC(=O)N1CCCCCC1c1ccc(C)s1 (stereo not drawn),-3,4
CCOC(=O)c1c(O)cc2ccccc2c1O,-26,-30
COc1cc(C)nc(NN)n1,8,-7
O=[N+]([O-])c1ccc(N2CCN(c3ccc(C(F)(F)F)cc3[N+](=O)[O-])CC2)cc1N1CCCC1,41,-2
COc1ccc(C(=O)Nc2nnc(C3CC(=O)N(c4ccc(F)cc4)C3)o2)cc1OC (stereo not drawn),54*,-7
Cc1cc(F)ccc1NC(=O)C1CCN(c2cc(N3CCCC3)ncn2)CC1,-1,-4
CCN=C1SC(C(=O)Nc2cccc(Cl)c2)CC(=O)N1CC (stereo not drawn),-2,-4
O=C(NCc1ccc(F)cc1)N1CCN(Cc2csc(-c3ccccc3)n2)CC1,3,-19
Cc1ccc(Cn2c(=O)c3cnc(-c4ccc(C)cc4)nc3n(C)c2=O)cc1,-9,1
CCSc1nnc(NC(=O)C2COCC(=O)N2Cc2ccccc2)s1 (stereo not drawn),-6,5
COc1ccccc1C(=O)ON=Cc1ncc(C(F)(F)F)cc1Sc1ccc(Cl)cc1,.,-8&-6
Clc1cc(Br)ccc1OCCN1CCCC1,3,-10
O=C(O)C1CC(=O)N(CC2CCCO2)C1 (stereo not drawn),-6,.
Cc1cccc(C(=O)Nc2ccc(F)cc2)n1,1,-2
CN(C(=O)C1=Cc2ccccc2OC=C1)c1ccccc1,43,-7
O=C(Nc1ncccn1)c1ccc([N+](=O)[O-])cc1Cl,3,-5
COc1ccccc1Oc1c(C)oc2cc(OC(=O)c3cc(OC)c(OC)c(OC)c3)ccc2c1=O,3,-10
CC(=O)c1c(C)oc2ccc(O)c(CN3CCOCC3)c12,1,-2
COc1ccc(C2CCCN2C(=O)Nc2ccc(Br)cc2)cc1 (stereo not drawn),7,-4
COc1ccc(C2Oc3c(OC)cccc3C3CC(c4cccs4)=NN32)cc1 (stereo not drawn),50*,-15
CNC(=O)Cc1ccc(Br)cc1,5,9
CCC(=O)N1CCN(Cc2noc(-c3ccc(Cl)cc3)n2)CC1,5,-3
O=C(Nc1ccc(N2CCN(Cc3ccccc3Cl)CC2)nc1)c1ccccc1,6,-1
CCOC(F)(C(N)=O)C(F)(F)F (stereo not drawn),.,-6&11
CCc1nc(-c2ccc(C(=O)N(C)C)cc2)no1,-4,-3
CC1(C)OCC2(CO1)CN(C(=O)C(C)(C)Oc1ccc(Cl)cc1)C2,-5,0
O=C(CC(Cc1ccc(Cl)cc1)C(=O)O)Nc1ccc([N+](=O)[O-])cc1 (stereo not drawn),-1,-7
Cn1c(=O)c2c(-c3ccccc3)n(-c3ccc(Br)cc3)cc2n(C)c1=O,44,-1
CCCCN(C)C(=O)c1cccc(C2CCCN(C(=O)NC(C)C)C2)c1 (stereo not drawn),8,-11
Cc1[nH]nc2c1C1(CC(C)N(C)CC1C)C(C#N)=C(N)O2 (stereo not drawn),0&-6,0
Cc1cccc(NC(=O)N2CCc3cn(C)c4cccc(c34)C2)c1,18,-5
CC1CCN(C(=O)c2cc3c(s2)N(C)CCC3)CC1,12,-1
O=C(NCCN1CCOCC1)C1CCNCC1,-5,-8
O=C(CCc1ccccc1)N1CCCC(COc2cccc(C(=O)N3CCCC3)c2)C1 (stereo not drawn),12,-5
COc1ccc(OC)c(NC(=O)c2cccnc2)c1,2,-2

More results:
structure,mHTT-CaM PPI inh,Pf apPOL block
O=C(CC1CC1)NC1CCc2[nH]c3ccc(Cl)cc3c2C1 (stereo not drawn),88*,2
O=[N+]([O-])c1cccc(/C=C/c2nc(C=Nc3ccc(O)cc3)c(O)o2)c1,50*,5
Cc1ccc(CNC(=O)CN2C(=O)C3(OCCCO3)c3ccccc32)cc1,14,-7
FC(F)Oc1ccccc1C1CC(c2ccc(I)cc2)Nc2nnnn21 (stereo not drawn),9,-1
Cn1nc(COCc2ccccc2)c2c1CCN(S(=O)(=O)c1cccc(F)c1)C2,14,0
O=C(NCc1cccc(Cl)c1)C1CCN(c2nnc(-c3ccccc3)o2)CC1,15,-3
COc1cc(C2CC(=O)NC(SCc3ccccc3Cl)=C2C#N)cc(Br)c1O (stereo not drawn),26,-9
O=C(Nc1ccccc1Cl)c1ccc(F)c(S(=O)(=O)N2CCCC2)c1,-1,-3
OC12CCCCC1C(c1ccc(Cl)cc1Cl)NCC2 (stereo not drawn),-1,-3
CN(C)C(CNC(=O)NCc1cccs1)c1ccccc1Cl (stereo not drawn),-15,-5
C=CCSc1nnc2c(n1)OC(c1ccccn1)Nc1ccccc1-2 (stereo not drawn),-7,-2
CCCCOc1ccc(/C=c2\sc3nc(-c4cccs4)nn3c2=O)cc1,22,-3
Nc1ccc2c(c1)C(=O)N(CCC(=O)O)C2=O,2,0
Cc1ccc(C)c(NC(=O)N2CCCC2c2cc(C)no2)c1 (stereo not drawn),-7,-5
COc1ccc(-c2coc3c4c(ccc3c2=O)OCN(CCc2cccs2)C4)cc1OC,-4,-7
Cc1ccc(COCc2nn(C)c3c2CN(S(=O)(=O)c2cc(C)cc(C)c2)CC3)cc1,14,-5
CC(C)(C)C(Cc1ccccc1)C(=O)O (stereo not drawn),.,-4
O=C(NC1CC1)c1ccc(OCC2CCCN2C(=O)Cc2cccc(F)c2)cc1 (stereo not drawn),1,-2
O=C(c1ccc([N+](=O)[O-])cc1)N1CCSC1c1ccccc1 (stereo not drawn),4,-6
Cc1ccccc1NC1CC(C)Nc2c(C)cccc21 (stereo not drawn),8,-1
CCCn1ncc(N2CCC(C(=O)NCc3ccccc3)CC2)cc1=O,-6,-2
CC(Nc1ccccn1)C(=O)N1CCN(Cc2ccccc2)CC1 (stereo not drawn),.,-5&-4
O=C(O)C1Cc2nc[nH]c2CN1 (stereo not drawn),-3&8,-2&-1
CCn1ccc(C(=O)Nc2nnc(CSc3ccccc3)o2)n1,13,-4
Cc1onc(-c2c(F)cccc2Cl)c1-c1nnc(-c2cccc3ccccc23)o1,.,2
C=CCc1cc(C)ccc1OCCCCN1CCOCC1,7,-8
COc1ccc(NC(=O)CN2C(=O)C(c3ccc(C(C)(C)C)cc3)=NC2(C)C)cc1OC,26,-7
Cc1cc(C)c(O)c(N=Cc2ccc([N+](=O)[O-])cc2)c1,28,-5
Cc1cccc(CN2CCc3nc(N4CCCC4)ncc3C2)c1,84*,8
COc1ccc(N=Cc2cc3c(cc2[N+](=O)[O-])OCO3)cc1Cl,40,16
COc1ccc(C(=O)Nc2ccc(NC(=O)c3ccccc3)c(C)c2)cc1,-2,8
CCOCCCNC(=O)C1CC(=O)N(c2ccc(F)c(Cl)c2)C1 (stereo not drawn),-4,-2
Cc1ccc(CNC(=O)c2ccc(Cl)cc2Cl)cc1,-7,65*
CC(C)c1ccc(NC(=O)C2CCCCC2C(=O)O)cc1 (stereo not drawn),0,-3
COc1ccc(NS(=O)(=O)N(C)C)cn1,-1,.
CCCN1C(=O)c2cccnc2Sc2cc(C(=O)N3CCCC3)ccc21,8,1
CCn1c(=O)c(C(=O)NCc2ccc(F)cc2Cl)nc2cccnc21,-1,0
O=S1(=O)N[C@@H](Cc2ccccc2)COc2cc(N3CC[C@H](O)C3)ccc21,-12,-9
CCCn1c(=N)c(S(=O)(=O)c2ccccc2)cc2c(=O)n3cccc(C)c3nc21,-4,-8
CS(=NC(=O)Nc1ccc(Cl)cc1)c1sc(Cl)c2c1C(=O)CC(C)(C)C2 (stereo not drawn),.,3

Reprinted at random: three compounds from above, in no set order.
structure,mHTT-CaM PPI inh,Pf apPOL block
CC(C)(C)C(Cc1ccccc1)C(=O)O (stereo not drawn),.,-4
COc1ccc(N=Cc2cc3c(cc2[N+](=O)[O-])OCO3)cc1Cl,40,16
O=C(NCc1ccc(F)cc1)N1CCN(Cc2csc(-c3ccccc3)n2)CC1,3,-19

Additional results follow:
structure,mHTT-CaM PPI inh,Pf apPOL block
COc1cccc(C(=O)N2CCC(c3noc(-c4ccccc4)n3)CC2)c1OC,7,0
Cc1cc(N2CCCCC2)nc2ccc(NC(=O)/C=C/c3cccnc3)cc12,48,-1
CCOC(=O)C(C#N)=CNc1ccccc1OC(F)(F)F,.,0
O=C(NCc1ccccn1)c1ccc(CSCc2ccccc2Cl)o1,22,-18
CCOc1cccc2sc(NC(=O)c3ccc(Cl)s3)nc12,-8,2
Cc1cc(C)nc(NC(=O)Cc2ccc(Br)cc2)n1,3,-2
CC(=O)Nc1nc(C)nc(C)c1C(C)=O,2,2
O=c1[nH]c(CN2CCOCC2)nc2ccccc12,.,-18
CC(=O)Nc1ccc(NC(=O)C(C)Br)cc1 (stereo not drawn),0,1
O=C(Nc1ccc([N+](=O)[O-])cc1[N+](=O)[O-])c1cc2ccccc2oc1=O,0,6
Nc1nc(-c2ccccc2)cc(=S)s1,51*,.
O=C(Cn1cnc2scc(-c3ccccc3)c2c1=O)NCc1ccco1,19,-9
CN1CCN(CCCOc2ccc(OCc3ccccc3)cc2)CC1,13,-2
O=C(NC1CCCC1)C1CCCN(c2nnc3ccc(C(F)(F)F)cn23)C1 (stereo not drawn),-2,-1
O=C1c2ccccc2NC(c2ccc3c(c2)OCO3)N1c1ccc(F)cc1 (stereo not drawn),-3,0
CCCOC(=O)C1=CN(C)S(=O)(=O)N=C1C,-18,4
O=C(CN(c1ccc(Cl)c(C(F)(F)F)c1)S(=O)(=O)c1ccccc1)NCC1CCCO1 (stereo not drawn),2,-5
CCOc1ccc2sc(C=NCCc3ccccn3)c(O)c2c1,21,0
O=C(NCC1CCN(Cc2ccccc2F)CC1)C1(n2cccc2)CCCCC1,38,1
Cc1ccc(I)cc1[N+](=O)[O-],.,0
CC(C(=O)NC1CCCCC1)C1CCN(S(=O)(=O)c2ccc(Cl)s2)CC1 (stereo not drawn),-9,-4
CCCCNC(=O)[C@@H]1CC=C[C@@H]2CCN(C3CC3)C(=O)[C@@H]21,0,-5
Nc1nonc1-c1noc(NCc2cccs2)n1,-2,.
COc1cc(C(=O)Nc2scc(-c3cccs3)c2C(=O)O)cc(OC)c1OC,-6,-12
O=[N+]([O-])c1ccc2nc(-c3ccco3)c(-c3ccco3)nc2c1,13,-4
CC(C)(C)NCC(O)COC1CC2CCC1(C)C2(C)C (stereo not drawn),-2,2
COc1cc(C=Nc2cc([N+](=O)[O-])ccc2N)ccc1O,8,-5
COc1cc(NS(C)(=O)=O)c(OC)cc1Cl,-8&0,-1
O=C1CCCC2=C1C(c1cc([N+](=O)[O-])ccc1O)C1=C(CCCC1=O)N2,-1,-8
Cc1ccc(CNC(=O)C(C)Sc2nc3nc(C)cc(C)n3n2)cc1 (stereo not drawn),-9,-2

Screening data (PubChem BioAssay)
